# From PubChem BioAssay
# HIF-2a inh: blocks HIF-2a reporter activity; 786-0 RCC cells HIF-2a reporter, luciferase luminescence, overnight; inhibition, % at 18.8 µM; actives 0.72% (n = 360,000);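 active means inhibition of the luminescence signal of 40% or more relative to plate controls, in a single-dose primary screen at 18.75 µM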
# Peg3 prom inh: Peg3 promoter activity inhibition | HeLa PEG-Prom luciferase reporter, luminescence, overnight | inhibition, % at 20 µM | actives 1.7% (n = 360,000) | AID 588405;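 active means inhibition of at least 50% at 20 µM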
# NR2E3 ag-1: activates human NR2E3 receptor; AID 602229; CHO-S Gal4-NCOR/VP16-NR2E3 two-hybrid, luciferase; inhibition of corepressor binding, % at 3.98 µM; actives 0.35% (n = 360,000);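 active means inhibition above the mean of all tested compounds plus 3 SD, cut at about 70% in these data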;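 further: 0% = DMSO with NR2E3 transfected cells and 100% = cells lacking NR2E3 construct; higher means lower luciferase signal from less NR2E3 corepressor binding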
# Target sequence (Q9Y5X4 whole entry, looked up, the tested form may be a part): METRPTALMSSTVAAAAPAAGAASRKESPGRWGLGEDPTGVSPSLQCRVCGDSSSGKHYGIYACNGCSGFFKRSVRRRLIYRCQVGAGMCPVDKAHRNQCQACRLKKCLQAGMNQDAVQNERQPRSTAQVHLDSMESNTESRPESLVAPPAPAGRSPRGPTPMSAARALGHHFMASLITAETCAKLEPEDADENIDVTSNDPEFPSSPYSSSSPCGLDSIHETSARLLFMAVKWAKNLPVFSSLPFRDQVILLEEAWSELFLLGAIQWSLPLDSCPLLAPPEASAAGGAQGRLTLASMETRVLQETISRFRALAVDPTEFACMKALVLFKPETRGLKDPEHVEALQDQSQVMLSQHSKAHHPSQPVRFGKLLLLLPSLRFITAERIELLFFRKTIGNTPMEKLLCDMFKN
# TRPM1 prom inh: MITF TRPM1 promoter inhibition in SK-MEL-5 cells; SK-MEL-5 TRPM1 promoter luciferase, 24 h; inhibition, % at 12.5 µM; actives 0.83% (n = 330,000); AID 488899;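 active means mean inhibition across replicates of 60% or more, whatever share of single replicates reaches that level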; further: values of inactives mirror those of a sister screen read the other way
# CF NFkB block: blocks PAF-induced NF-kB reporter in cystic fibrosis cells. KKLEB NF-kB-GFP reporter, GFP fluorescence overnight. inhibition, % at 5 µM. actives 0.86% (n = 360,000);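 active means at least 50% inhibition at 5 µM, scaled per plate between neutral and stimulator controls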;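 further: PAF is a Pseudomonas aeruginosa culture filtrate used as stimulus; plate controls were PAF-stimulated DMSO wells for no effect and unstimulated DMSO wells for full effect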
# TWEAK-Fn14 inh: TWEAK-Fn14 signaling inhibition. TWEAK-stimulated Fn14 reporter cells, luciferase luminescence, 8 h. inhibition, % at 10 µM. actives 2% (n = 360,000). AID 1159606; in the data active means inhibition above about 50%
# Shn3 inh set2: inhibitors of Schnurri-3 3'UTR reporter in osteoblasts; Clone20 osteoblast Shn3 3'UTR firefly luciferase, 24 h; inhibition, % at 12.5 µM; actives 0.52% (n = 360,000); AID 588674;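 active means mean inhibition of at least 75% with every replicate also reaching 75%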;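 further: 0% = median of neutral control wells and 100% = pilot-screen positive control compound; some compounds past the cut are filed as inactive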
# C8 TRAIL sens: sensitizes caspase-8 expressing cells to TRAIL; actives 1% (n = 360,000); NB7+C8 cells + TRAIL, ATPlite viability luminescence; inhibition (viability loss, TRAIL sensitization), % at 10 µM; AID 624354;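 active means compounds causing at least 50% loss of cell viability in the single-dose screen, relative to plate controls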
# TROY signal inh: blocks TROY-dependent signaling in reporter cells; inhibition, % at 10 µM; actives 0.98% (n = 360,000); AID 1347056; Q293 LMP1-TROYcd NF-kB luciferase reporter, 4 h;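 active means compounds whose plate-normalised and pattern-corrected inhibition of the luciferase reporter signal at the single screening dose is 50% or more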
# NR2E3 ag-2: activates human photoreceptor nuclear receptor NR2E3; Q9Y5X4; GST-NR2E3/biotin-RetCOR TR-FRET, 1536-well; inhibition of corepressor binding, % at 4.78 µM; actives 0.12% (n = 320,000); AID 2300;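 active means percent inhibition above the cutoff of mean plus 3 SD of all tested compounds, set per screening campaign, cut at about 20% in these data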;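 further: 0% = DMSO wells and 100% = biotin wells as full block of FRET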
#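 Test system – NR2E3–RetCOR corepressor complex · Quantity – NR2E3 fusion 1.35 nM · Buffer or medium – Tris pH 7.5 · Incubation – Compound–protein incubation for 5 h at 4 °C · Technique – TR-FRET, Eu(K)-anti-GST donor, streptavidin-D2 acceptor, ex 340, em 617/671 nm · Evaluation – percent inhibition of 671/617 nm emission ratio versus biotin and DMSO controls · Plate – 1536-well format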
# KKLEB cytotox: CF airway cell cytotoxicity counter-screen | actives 0.36% (n = 360,000) | activity change (cytotoxicity), % at 5 µM | KKLEB CF airway cells viability, ATPlite luminescence, overnight; active compounds read low; cells stimulated with P. aeruginosa culture filtrate;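 active means corrected activity change at or below -50% at 5 µM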
# An asterisk follows results filed as active; . = not tested or not shown. This is a subset; count on the stated rates, not on these rows.
Molecule,C8 TRAIL sens,TROY signal inh,Peg3 prom inh,TRPM1 prom inh,NR2E3 ag-1,CF NFkB block,TWEAK-Fn14 inh,NR2E3 ag-2,Shn3 inh set2,HIF-2a inh,KKLEB cytotox
COc1ccc(N(C(=O)c2csnn2)C(C(=O)NC2CCCC2)c2ccccc2)cc1 (stereo not given),1,-7,15,.,-12,-2,-4,3,2,18,3
COc1ccccc1CNC(=O)C(C)n1nc(C)n2c(cc3occc32)c1=O (stereo not given),1,18,19,-4,-1,-5,-18,-1,-10,7,-14
O=C(Nc1ccccc1)c1snc2c(=O)[nH]cnc12,2,-88,-48,13,-42,-8,-24,0,-27,-70,8
O=C(O)CSC1CC(=O)N(c2ccc(F)cc2)C1=O (stereo not given),-8,-2,8,.,-12,-2,8,.,1,2,-3
COc1ccc(N2CC(C(=O)Nc3nnc(SCc4ccccn4)s3)CC2=O)cc1 (stereo not given),-11,-60,-5,-5,-23,-1,-12,3,-14,-22,14
CCOC(=O)/C(=C/c1ccc(OC)cc1)NC(=O)c1ccco1,-2,12,-3,3,-4,-5,-14,-3,-4,4,3
COc1ccccc1N1CCN(C(=O)C(OC(C)=O)c2ccccc2)CC1 (stereo not given),-8,6,8,-10,4,-2,2,3,6,15,-9
COc1ccc2oc(C(=O)OCC(=O)N3CCCC3=O)c(C)c2c1,6,-71,-9,-13,-2,24,-6,1,-13,-16,-6
CCN(CC)C(=O)Oc1ccc2c(=O)c(-c3ccc(OC)cc3)coc2c1,22,22,-304,-77,-97,0,20,-2,-17,-280,9
CCOC(=O)CSc1ccc(-c2nc3ccccc3[nH]2)cn1,17,-4,-7,-3,-22,2,8,-2,-1,3,-4
Cc1ccc(C(=O)Nc2ccccc2C(=O)O)cc1NC(=O)COc1c(C)cccc1C,0,3,-6,-2,13,8,26,-3,13,-41,10
Cc1cc(=O)oc2cc(NC(=O)C3COc4ccccc4O3)ccc12 (stereo not given),-9,-29,-30,-24,-36,24,-31,8,-21,-80,-29
CCCC(=O)NCc1cc(-c2nn(C)c(=O)c3ccccc23)ccc1OC,0,6,15,11,-7,-17,-12,5,18,13,9
Nc1c(NC(=O)CC[n+]2ccccc2)cccc1[N+](=O)[O-],9,46,8,6,0,9,52*,1,-5,10,1
C[C@H](CO)N1C[C@H](C)[C@@H](CN(C)Cc2ccncc2)Oc2c(NS(=O)(=O)c3cccs3)cccc2C1=O,-13,-5,8,11,-10,14,12,.,12,20,-8
CC(C)N1CCc2c(sc(NC(=O)c3cc4cc([N+](=O)[O-])ccc4s3)c2C(N)=O)C1,-4,-3,97*,.,-15,-39,-24,.,24,5,-2
CC(=O)Nc1ccc(-c2nnn(CC(=O)c3ccc(F)cc3)n2)cc1Cl,-7,3,-9,-2,2,1,-9,4,0,3,-11
Cc1ccc(C(=O)N2CCN3C(=O)c4ccccc4C23c2ccc(Cl)cc2)cc1 (stereo not given),19,-13,26,44,74*,-23,11,2,-46,-5,-19
COc1ccc(NC(=O)C2CCCCN2S(=O)(=O)c2ccc(F)cc2)cc1 (stereo not given),-6,-9,4,7,6,-10,6,-3,9,7,11
Cc1ccc2[nH]c(=O)c(CN(Cc3cccs3)Cc3nnnn3CC3CCCO3)cc2c1 (stereo not given),-12,0,18,-8,-12,23,-16,2,9,7,-7
C=CCN(CC(=O)O)S(=O)(=O)c1ccccc1C(F)(F)F,-13,7,6,1,-7,5,-5,-1,1,14,-3
COc1ccc2c(c1)[C@H]1[C@H](CO2)[C@H](c2ccccc2)[C@]2(C)C(=O)N(Cc3ccc(C)cc3)CC(=O)N12,16,3,28,-13,-30,24,-8,.,-4,19,2
C[C@@H]1CCCCO[C@@H](CN(C)Cc2ccc(C(F)(F)F)cc2)[C@@H](C)CN([C@H](C)CO)C(=O)c2cc(N(C)C)ccc2O1,-7,1,13,.,-12,-6,7,.,5,-3,4
CC1=NN(C(=O)c2cccnc2)C(O)(C(F)(F)F)C1 (stereo not given),13,-15,0,-6,-12,-7,-5,-2,-9,11,-5
O=C(NCCN1CCOCC1)C(=O)NCC1OCCN1S(=O)(=O)c1ccc(Br)cc1 (stereo not given),3,-39,17,1,-17,10,11,2,4,8,-9

# Remaining list, next part.
Molecule,C8 TRAIL sens,TROY signal inh,Peg3 prom inh,TRPM1 prom inh,NR2E3 ag-1,CF NFkB block,TWEAK-Fn14 inh,NR2E3 ag-2,Shn3 inh set2,HIF-2a inh,KKLEB cytotox
CCN(CC)S(=O)(=O)c1cccc(C(=O)Nc2ccc(Cl)cn2)c1,17,-22,-114,-18,-26,2,19,-4,-26,-118,-18
Cc1nnc(SCCn2c(N3CCC(C)CC3)nc3c2c(=O)n(C)c(=O)n3C)s1,3,7,-1,0,0,-2,-8,-2,5,8,-32
CCOc1cc(/C=C/C(=O)O)ccc1OCCO,-2,17,8,-2,-5,-7,22,2,5,11,0
Cc1ccc(O)c(C(CC(=O)NC2CCCCC2)c2ccccc2)c1 (stereo not given),7,2,14,10,-22,-3,10,0,19,23,8
CCCc1cc(-c2[nH]ncc2-c2ccc3c(c2)OCCCO3)c(O)cc1O,18,44,69*,14,-26,50*,48,0,32,46*,-5
Cc1cc(C)c2c(CN3CCCCC3C)cc(=O)oc2c1 (stereo not given),4,-20,-7,6,-28,3,-5,-3,4,-18,0
N#CCCN(Cc1ccccc1)S(=O)(=O)c1cccs1,-14,11,16,8,-34,0,11,0,-14,18,4
Cc1cc(N2CCN(C)CC2)nc2ccc(NC(=S)N3CCCCCC3)cc12,15,28,-22,-26,-1,1,-26,2,13,-22,6
Cc1c(NC(=O)CCCN2C(=O)c3cccc4cccc(c34)C2=O)c(=O)n(-c2ccccc2)n1C,-5,10,6,-3,-24,2,-23,-3,3,1,-11
CCC(=O)NCCc1cc2cc(C)c(C)cc2[nH]c1=O,-6,-31,8,0,-4,-10,14,1,-24,-2,2
Cc1n[nH]c(=O)nc1NCc1ccccc1Cl,11,-7,11,10,-1,-2,7,-1,-1,13,-5
O=C1N/C(=N\N=C\c2cccs2)SC1Cc1ccc(Cl)cc1 (stereo not given),2,10,25,-9,12,-22,-35,3,22,12,-3
Cc1ccc(-n2ccc(=O)c(-c3ccnc(SCc4cccc(Cl)c4)n3)n2)cc1,1,-9,40,-6,-16,1,4,-1,8,19,4
C=CCCCCCCCCC(=O)NNC1CC(=O)N(c2ccccc2)C1=O (stereo not given),22,-12,15,0,-6,-2,7,3,0,15,-3
Cc1cccc(Nc2ccc(C(=O)O)cc2[N+](=O)[O-])c1C,4,-7,2,-4,20,-1,2,0,-5,0,-2
O=C(N/N=C/c1c(O)n(-c2ccccc2Cl)c(=O)c2ccccc12)C1COc2ccccc2O1 (stereo not given),3,9,25,-1,-41,4,15,-6,-18,-49,4
Cc1cc(C(=O)COc2ccc(Cl)cc2Br)c(C)n1C,18,1,-182,-16,-37,7,9,4,-1,-175,-8
COc1cccc(/C=N/NC(=O)Cn2nc([N+](=O)[O-])cc2C)c1,-14,20,22,1,-18,-3,-11,4,-3,9,14
CC(C)OCCCNC(=O)c1ccccc1Oc1ccccc1,-3,-18,7,2,-12,7,4,-2,-2,10,-7
COc1cc(/C=N/Nc2ccccn2)ccc1OCC(C)C,9,-92,-255,-88,-64,-5,-46,-2,-70,-232,1
CCNC(=O)C(=O)NCC(c1ccc2c(c1)OCO2)N1CCOCC1 (stereo not given),-18,12,0,2,22,11,-9,-1,-9,7,-4
O=C(CSc1nc2ccccc2[nH]1)N1CCN(c2ccc(F)cc2)CC1,-1,16,13,1,0,-8,-10,1,-6,3,-26
CCCCN1C(=O)C(CC(=O)NCc2cccs2)CC(C(=O)N(CC)CC)=C1C (stereo not given),5,-6,2,.,-5,3,-1,.,-16,4,9
CNC(=S)N(CCc1c(C)[nH]c2ccc(OC)cc12)Cc1ccco1,1,-1,2,12,17,-15,10,-3,-11,14,-3
CCOCCCNC(=O)c1cc(=O)n(Cc2cccc(C)c2)c2ccccc12,-12,27,19,4,-10,-2,30,-5,8,22,2

# Reformatted with each value named: 2 of the compounds above.
Structure: CC(C)OCCCNC(=O)c1ccccc1Oc1ccccc1
  C8 TRAIL sens: -3
  TROY signal inh: -18
  Peg3 prom inh: 7
  TRPM1 prom inh: 2
  NR2E3 ag-1: -12
  CF NFkB block: 7
  TWEAK-Fn14 inh: 4
  NR2E3 ag-2: -2
  Shn3 inh set2: -2
  HIF-2a inh: 10
  KKLEB cytotox: -7

Structure: COc1cc(/C=N/Nc2ccccn2)ccc1OCC(C)C
  C8 TRAIL sens: 9
  TROY signal inh: -92
  Peg3 prom inh: -255
  TRPM1 prom inh: -88
  NR2E3 ag-1: -64
  CF NFkB block: -5
  TWEAK-Fn14 inh: -46
  NR2E3 ag-2: -2
  Shn3 inh set2: -70
  HIF-2a inh: -232
  KKLEB cytotox: 1

# Following part
Molecule,C8 TRAIL sens,TROY signal inh,Peg3 prom inh,TRPM1 prom inh,NR2E3 ag-1,CF NFkB block,TWEAK-Fn14 inh,NR2E3 ag-2,Shn3 inh set2,HIF-2a inh,KKLEB cytotox
CCOC(=O)C1CCCN(C(=O)C2CCN(S(=O)(=O)c3ccc(Cl)c(C(F)(F)F)c3)CC2)C1 (stereo not given),8,20,16,5,14,13,-2,.,-2,12,10
CC(C)(C)OC(=O)N1CCC(c2cc(=O)n3[nH]cc(C(=O)Nc4ccc(F)c(Cl)c4)c3n2)CC1,-10,11,21,4,-29,6,-22,-1,-17,17,-5
CS(=O)(=O)N(CC(=O)NCCC1=CCCCC1)c1cccc([N+](=O)[O-])c1,1,-30,10,-2,1,0,0,2,18,11,-12
O=C(Nc1cccc(Cl)c1)Nc1ccc2nccnc2c1,1,11,-165,-104,-110,29,12,0,-58,-289,-3
Fc1ccccc1N1CCN(C(c2cccs2)c2nnnn2CCc2ccccc2)CC1 (stereo not given),6,4,30,-3,-13,16,9,3,32,12,0
NS(=O)(=O)c1ccc(NC(=O)C2Cc3ccccc3CN2C(=O)c2ccco2)cc1 (stereo not given),11,-29,-2,-13,-40,-2,24,1,12,-15,11
CCOc1ccc(/C=N/NC(=O)CC(=O)NCc2ccccc2)cc1,2,-1,-11,-4,18,-28,-3,-1,-1,-13,14
COC(=O)c1cc(OC)c(OC)cc1NC(=O)c1cc(-c2ccccc2)nc2ccccc12,-14,-19,-1,10,-25,17,5,-1,-7,14,0
COc1ccc(CNC(=O)C2Cc3ccccc3CN2C(=O)c2ccco2)cc1 (stereo not given),-1,-3,4,5,-11,15,5,2,11,10,4
COc1cccc(N2C(=O)N(c3ccccc3)C3CS(=O)(=O)CC32)c1 (stereo not given),-13,-10,-8,-9,-16,15,-1,2,5,9,-16
COCCCn1c(-c2cccs2)nc2nc3ccccc3nc21,-3,1,7,-6,-36,-13,34,5,1,-42,7
CC1C(=O)N2CCCc3cc(S(=O)(=O)Nc4ccccc4C(N)=O)cc1c32 (stereo not given),-8,-2,-1,7,-18,-2,6,0,-2,10,17
C[C@]12C(=O)N(c3ccc(C(F)(F)F)cc3)C(=O)N1[C@@H]1c3ccccc3OC[C@@H]1[C@H]2c1ccccc1,10,-9,0,-8,-8,17,-1,-5,28,6,-1
